Bioassay records (PubChem BioAssay)
Bim-Bcl-B = disrupts Bim peptide binding to human Bcl-B; inhibition, % at 10 µM; bead-based flow cytometry; AID 951; 190,000 compounds, 0.073% hits;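 also: 0% = tracer peptide without compound and 100% = reference inhibitor peptide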
Target sequence (Q9HD36 whole entry, looked up): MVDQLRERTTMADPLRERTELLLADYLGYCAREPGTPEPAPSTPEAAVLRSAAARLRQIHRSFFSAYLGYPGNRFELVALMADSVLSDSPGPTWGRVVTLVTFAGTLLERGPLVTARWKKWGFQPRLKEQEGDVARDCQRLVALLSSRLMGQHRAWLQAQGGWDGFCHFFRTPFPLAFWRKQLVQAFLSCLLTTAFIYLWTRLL
Mcl-1 Bim block = inhibitors of Bim-Mcl-1 interaction, human; inhibition, % at 10 µM; 190,000 compounds, 0.1% hits; Bead-based flow cytometry, Bim peptide-Mcl-1 binding; Q07820;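 also: 0% = no compound tracer wells and 100% = peptide blocker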
Target sequence (Q07820 whole entry, looked up): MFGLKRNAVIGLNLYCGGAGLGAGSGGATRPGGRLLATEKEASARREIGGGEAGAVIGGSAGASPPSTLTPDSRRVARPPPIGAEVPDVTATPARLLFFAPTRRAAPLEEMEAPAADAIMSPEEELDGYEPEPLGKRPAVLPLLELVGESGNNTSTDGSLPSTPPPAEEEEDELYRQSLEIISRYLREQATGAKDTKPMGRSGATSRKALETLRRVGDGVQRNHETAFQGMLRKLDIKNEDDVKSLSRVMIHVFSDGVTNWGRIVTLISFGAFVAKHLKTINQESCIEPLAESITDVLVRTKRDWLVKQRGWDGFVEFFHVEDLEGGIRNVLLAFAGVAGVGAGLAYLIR
Mcl1 Noxa PPI = Mcl-1/Noxa interaction inhibition | Q07820 | TR-FRET Mcl-1/Noxa peptide binding, 2 h | inhibition, % at 21.7 µM | 220,000 compounds, 1.5% hits | AID 1022;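 active = compounds that cut the protein-peptide binding signal by more than 50% relative to plate controls in a single-dose test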;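 also: His-tagged Mcl-1 with rhodamine Noxa BH3 peptide and terbium anti-His antibody; 0% = Mcl-1 plus Noxa peptide wells and 100% = peptide-only wells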
Bcl-XL Bim block = human Bim-Bcl-XL interaction inhibition | Q07817 | Bim peptide-Bcl-XL binding, bead flow cytometry, fluorescence | inhibition, % at 10 µM | 190,000 compounds, 0.04% hits | AID 1007
Bim-Bcl-W = inhibitors of Bim-Bcl-W interaction, human | Q92843 | 190,000 compounds, 0.02% hits | AID 952 | inhibition, % at 10 µM | bead-based flow cytometry, Bim peptide-Bcl-W binding;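 also: 0% = bound tracer without compound and 100% = peptide blocker; higher means less fluorescent Bim peptide bound to Bcl-W beads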
Target sequence (Q92843 whole entry, looked up): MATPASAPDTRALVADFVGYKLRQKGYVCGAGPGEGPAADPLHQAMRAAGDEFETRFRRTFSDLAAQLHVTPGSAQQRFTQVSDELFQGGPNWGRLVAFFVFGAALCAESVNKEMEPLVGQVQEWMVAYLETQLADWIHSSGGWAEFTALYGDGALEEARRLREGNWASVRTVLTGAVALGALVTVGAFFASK
Bcl-2 Bim block = human Bim-Bcl-2 interaction inhibition; P10415; Bead-based flow cytometry, Bim peptide-Bcl-2 binding; inhibition, % at 10 µM; 190,000 compounds, 0.06% hits; AID 950; in the data active = inhibition above about 40%; inconclusive = no clear call, values can overlap the other calls;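 also: 0% = no compound wells with probe peptide and 100% = reference peptide inhibitor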
Target sequence (P10415 whole entry, looked up): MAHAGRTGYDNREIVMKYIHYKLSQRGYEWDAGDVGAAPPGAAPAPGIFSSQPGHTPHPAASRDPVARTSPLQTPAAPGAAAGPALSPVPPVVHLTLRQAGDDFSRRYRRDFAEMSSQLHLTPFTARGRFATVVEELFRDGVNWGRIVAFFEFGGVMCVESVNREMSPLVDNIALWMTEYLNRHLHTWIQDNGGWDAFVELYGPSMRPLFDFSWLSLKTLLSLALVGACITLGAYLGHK
RGS4-Gao reg = human RGS4-Galphao interaction regulation | binding response (% of control), % at 10 µM | AID 1415 | P09471 | 220,000 compounds, 0.33% hits | Multiplexed bead flow cytometry, RGS4-Galphao binding; actives lie on both sides; in the data active = binding response below about 49% or above about 150%; inactive = in between;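 also: fluorescent Galphao activated with aluminum fluoride binding bead-coupled RGS4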
Bim-Bfl-1 = inhibitors of Bim-Bfl-1 interaction, human; Q16548; Bead-based flow cytometry, Bim-Bfl-1 binding inhibition; inhibition, % at 10 µM; 190,000 compounds, 0.12% hits; AID 1008;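 also: 0% = wells without compound plus tracer and 100% = blocker peptide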
Mcl1-Bid inh = disrupts binding of human Mcl-1 to Bid peptide. TR-FRET Mcl-1/Bid-Dy647 peptide binding, 1536-well. Q07820. inhibition, % at 21.7 µM. 220,000 compounds, 0.97% hits;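 active = compounds that cut the binding signal by more than half at the single screening dose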;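 also: His-tagged Mcl-1 with europium anti-His antibody binding Bid BH3 peptide; 0% = Mcl-1 plus peptide wells and 100% = peptide-only wells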
RGS8-Gao reg = modulates binding of RGS8 to human Galphao | P09471 | multiplexed bead flow cytometry; actives lie on both sides | response (percent of control binding), % at 10 µM | 220,000 compounds, 0.34% hits; in the data active = response below about 60% or above about 140%; inactive = in between;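 also: Galphao activated as the GDP aluminium fluoride complex binding bead-coupled RGS8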
RGS7-Gao = modulates binding of RGS7 to human Galphao; P09471; Multiplexed bead flow cytometry; actives lie on both sides; binding response (% of control), % at 10 µM; 220,000 compounds, 0.35% hits; AID 1439; in the data active = binding response below about 49% or above about 150%; inconclusive = no clear call, values can overlap the other calls; inactive = in between;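 also: fluorescent Galphao held in activated GDP-AlF4 state binding bead-coupled RGS7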
Active calls of the source: *; ? = inconclusive; . = not tested or not shown. Rule as the data show it, unless noted: active = inhibition above about 40%.

SMILES	Bim-Bcl-B	Mcl-1 Bim block	Mcl1 Noxa PPI	Bcl-XL Bim block	Bim-Bcl-W	Bcl-2 Bim block	RGS4-Gao reg	Bim-Bfl-1	Mcl1-Bid inh	RGS8-Gao reg	RGS7-Gao
CCCCCCOC(=O)Cc1c(C)nc(-c2ccccc2)[nH]c1=O	-2	-3	-23	1	0	-2	105	1	-11	98	98
Cn1c(SCC(=O)NCc2ccc3c(c2)OCO3)nnc1-c1c[nH]c2ccccc12	-6	-1	6	-1	0	-6	106	-8	-8	104	103
Nc1c(C(=O)N/N=C/c2ccc([N+](=O)[O-])cc2)sc2nnc(-c3ccccc3)c(-c3ccccc3)c12	.	.	8	.	.	.	79	.	-15	96	?
CSc1ccccc1NC(=S)Nc1cccc(C(F)(F)F)c1	-11	-3	6	2	0	-5	104	-7	-24	102	102
Cc1nc(Nc2ccccc2)sc1C(=O)c1ccccc1	.	.	-6	.	.	.	104	.	-2	103	?
COc1cc(/C=N/NC(=O)C2CCN(CC(O)COCc3ccccc3)CC2)cc(OC)c1OC (centres undefined)	-2	1	-1	-2	0	-1	101	-5	-30	96	?
Cc1cccc(-c2ncc(CN3CCN(CC(C)C)C(CCO)C3)cn2)c1 (centres undefined)	-5	0	13	-1	-2	-2	110	-6	4	110	117
CC(=O)Nc1c(Nc2ccccc2)c2ccccc2oc1=O	0	0	-3	-1	0	1	105	7	-9	105	107
CC(C)c1nc2c([nH]1)c(=O)n(C)c(=O)n2C	.	.	11	.	.	.	99	.	0	102	?
COC(=O)c1c(-c2ccccc2)csc1NC(=O)c1c(-c2ccccc2)noc1C	-20	-14	-80	-13	-12	-11	97	-8	-14	100	98
Oc1ccccc1CN1CCCN(Cc2ccccc2O)C1	-13	4	13	0	0	-9	103	-13	-42	103	98
CCN(Cc1ccncc1)Cc1c(O)ccc2ccccc12	0	0	19	0	0	0	99	-1	-27	101	100
Cc1cccc(OCCCC(=O)N2CCCc3ccccc32)c1C	-36	-138	-11	-5	3	-21	104	-14	-26	101	97
O=C(N/N=C/c1ccc(Br)s1)c1cccc([N+](=O)[O-])c1	-3	-1	41	-1	-3	2	99	0	-7	98	102
Cc1noc(/C=C/N(C)C)c1S(=O)(=O)N(C)CC(=O)N1CCc2ccccc21	-9	-1	3	-6	1	-12	103	-11	-46	99	105
Cc1nc(N2CCN(c3ccccn3)CC2)c2c(C)c(C(=O)Nc3ccc(F)cc3F)sc2n1	4	2	-15	5	0	0	104	-4	-43	104	100
CCCn1c(N)c(NCCN2CCOCC2)c(=O)n(CC(=O)NCc2ccccc2)c1=O	-3	0	8	-4	-1	-8	103	-11	-25	102	104
CCOC(=O)c1ccc(NC(=O)CSc2nnc(CCc3ccc(C)o3)n2-c2ccccc2)cc1	-6	-3	.	-6	1	-7	95	-15	-6	92	93
COc1ccc(CC(=O)NCc2cccs2)cc1	-6	0	63*	-1	0	-7	99	-8	-14	103	98
CCNc1ccc(C(=O)OCC(=O)N(Cc2ccccc2)C(C)(C)C)cc1[N+](=O)[O-]	-3	-4	9	0	0	3	95	0	-8	99	98
O=C1C=C(Nc2ccccc2O)c2ccccc2C1=O	-3	-1	11	-1	-4	0	96	0	-23	95	90
O=C(COC(=O)Cc1cccc(C(F)(F)F)c1)Nc1ccc2c(c1)OCCO2	-1	0	4	-3	1	-7	87	-3	-19	93	81
NNC(=O)CC(=O)NC1(Cc2ccc(O)cc2)CCCCC1	5	3	-6	6	8	0	103	4	0	105	106
CCOC(=O)C1=C(N)OC2=C(C(=O)CC(C)(C)C2)C1c1cccnc1 (centres undefined)	-5	0	-1	-3	-3	-7	95	-6	-38	101	95
O=C(NCc1ccco1)C1CCN(C(=O)Cc2ccccc2)CC1	-6	-1	-6	-7	-1	-10	117	-12	-9	101	106
(continued)
SMILES	Bim-Bcl-B	Mcl-1 Bim block	Mcl1 Noxa PPI	Bcl-XL Bim block	Bim-Bcl-W	Bcl-2 Bim block	RGS4-Gao reg	Bim-Bfl-1	Mcl1-Bid inh	RGS8-Gao reg	RGS7-Gao
CCN1C(=O)c2cccc3c(NC(=O)c4ccccc4)ccc1c23	6	5	0	4	4	2	104	2	-15	103	98
O=C(NCc1ccc(F)cc1Cl)C1CCN(S(=O)(=O)N2CCC3(CC2)OCCO3)CC1	1	1	6	-1	1	0	101	-2	-3	101	103
CCN(CC)C(=O)CCNS(=O)(=O)c1ccc(C)cc1	1	-1	-4	-3	-4	-5	101	-4	-16	101	104
Cc1ccc(S(=O)(=O)N(C)Cc2ccc(C(=O)NN=C3C4CC5CC(C4)CC3C5)cc2)cc1	-1	-6	1	-3	-3	2	99	7	-11	103	99
N=C(N)SCc1ncccc1O	.	.	13	.	.	.	101	.	-14	100	?
Cn1c(N2CCOCC2)c(/C=N/O)c2ccccc21	2	1	16	0	0	2	110	5	-25	115	?
C=CCN(CC(O)c1cccc([N+](=O)[O-])c1)C(C)CCc1ccccc1 (centres undefined)	.	.	-5	.	.	.	84	.	-16	96	?
C#CCOCCOCCOCCNc1nc(N2CCN(C(=O)[C@H]([C@@H](C)CC)n3cc([C@@H](N)Cc4ccc(O)cc4)nn3)CC2)nc(N2CCN(C(=O)[C@H](CCCCN)n3cc([C@@H](N)CO)nn3)CC2)n1	-6	-3	12	-3	-1	-3	104	-5	8	105	102
Cc1cc(C)cc(N(C(C)C(=O)NCCC2=CCCCC2)S(C)(=O)=O)c1 (centres undefined)	-8	-1	-14	5	-1	-12	99	-19	-46	101	103
COc1cccc(CC(Cc2nc3ccccc3[nH]2)c2nc3ccccc3[nH]2)c1 (centres undefined)	-4	-1	-5	-4	0	-2	100	-4	-39	104	107
CCOC(=O)c1c(NC(=O)CSc2cn(CC)c3ccccc23)sc2c1CCC2	-3	0	-51	-3	-6	-1	.	0	-89	.	.
O=C(CN1CCC(Cc2ccccc2)CC1)Nc1ccc2c(c1)OCCO2	-6	-2	20	-1	1	-6	105	-10	17	105	103
C=C(C)c1cccc(C(C)(C)NC(=O)N2CCN(c3ccccn3)CC2)c1	-6	0	13	-1	0	-3	98	-6	-19	99	97
CS(=O)(=O)N1CCCC(C(=O)NCc2ccc(F)cc2)C1 (centres undefined)	-2	3	-3	4	6	-4	99	-9	3	100	96
CC(=O)c1cccc(NC(=O)c2nc(-c3ccccc3)oc2C)c1	1	0	9	-1	0	0	99	0	-4	101	99
COc1ccc(N2C(=O)C(CN3CCCCC3)C2c2ccccc2)cc1 (centres undefined)	-1	-1	-2	-1	-3	-2	104	-8	-15	104	100
NC(=O)COC(=O)c1ccc(NS(=O)(=O)c2ccc3c(c2)OCCO3)cc1	.	.	7	.	.	.	100	.	-53	102	?
Cc1ccc(-c2nnn(CC(=O)N(c3ccccc3)C(C(=O)NCC3CCCO3)c3ccc(Cl)cc3)n2)cc1 (centres undefined)	5	-2	-21	29	4	1	88	5	-40	84	90
Cc1ccc(S(=O)(=O)N2CCN(c3c([N+](=O)[O-])cc(C(F)(F)F)cc3[N+](=O)[O-])CC2)cc1	-3	-2	3	0	-1	-1	102	0	-17	105	101
CN(CCC#N)C(=O)CC(Cc1ccccc1)C1CCOC(C)(C)C1 (centres undefined)	.	.	-17	.	.	.	80	.	-15	90	?
Cc1nc2ccccc2c(=O)n1NC(=O)c1ccccc1Cl	-9	-2	13	-2	-1	-3	91	-11	-4	98	102
Cc1cc(C)n(-c2ccc(C(C)C)cc2)c(=O)c1C#N	-3	1	9	-1	2	0	97	-2	0	98	98
CCn1c(=N)c(C(=O)NCCCOC)cc2c(=O)n3cccc(C)c3nc21	0	-4	11	-3	0	-1	95	-3	5	97	96
COc1ccc2c(c1)c1nc(SCC(C)C)n(CCO)c(=O)c1n2C	0	-2	25	0	0	-1	41*	-2	9	49*	42*
COc1ccccc1NC(=O)C/C(N)=N/O	0	1	5	3	2	-5	102	0	-24	100	101
Remaining list, next part
SMILES	Bim-Bcl-B	Mcl-1 Bim block	Mcl1 Noxa PPI	Bcl-XL Bim block	Bim-Bcl-W	Bcl-2 Bim block	RGS4-Gao reg	Bim-Bfl-1	Mcl1-Bid inh	RGS8-Gao reg	RGS7-Gao
O=[N+]([O-])c1ccc2ncnc(Nc3ccc4c(c3)OCCO4)c2c1	0	1	33	1	0	-2	99	-1	4	94	100
CNC(=O)Cn1c(C)cc(=O)c2cccc(C)c21	.	.	12	.	.	.	104	.	3	103	?
COc1cccc(-c2nnc(SCC(=O)Nc3cc(C)on3)n2C)c1	-3	-1	10	-3	-1	-5	98	-3	-6	100	97
Cc1cccc(C2c3[nH]c4ccccc4c3CCN2C(=O)CN2CCOC2=O)n1 (centres undefined)	-7	-2	-19	-2	-4	-2	101	-8	-23	103	101
O=C(Cc1ccccc1)NNC(=O)Nc1cccc(Cl)c1	-8	-5	-4	-9	-2	-8	100	-18	-3	101	100
O=S(=O)(Nc1ccc(Oc2ncccn2)c(Cl)c1)c1ccc(F)cc1	-8	2	-10	-1	-2	-4	101	-3	-12	100	97

Entries from the list above that have fluorine:
SMILES	Bim-Bcl-B	Mcl-1 Bim block	Mcl1 Noxa PPI	Bcl-XL Bim block	Bim-Bcl-W	Bcl-2 Bim block	RGS4-Gao reg	Bim-Bfl-1	Mcl1-Bid inh	RGS8-Gao reg	RGS7-Gao
CSc1ccccc1NC(=S)Nc1cccc(C(F)(F)F)c1	-11	-3	6	2	0	-5	104	-7	-24	102	102
Cc1nc(N2CCN(c3ccccn3)CC2)c2c(C)c(C(=O)Nc3ccc(F)cc3F)sc2n1	4	2	-15	5	0	0	104	-4	-43	104	100
O=C(COC(=O)Cc1cccc(C(F)(F)F)c1)Nc1ccc2c(c1)OCCO2	-1	0	4	-3	1	-7	87	-3	-19	93	81
O=C(NCc1ccc(F)cc1Cl)C1CCN(S(=O)(=O)N2CCC3(CC2)OCCO3)CC1	1	1	6	-1	1	0	101	-2	-3	101	103
CS(=O)(=O)N1CCCC(C(=O)NCc2ccc(F)cc2)C1 (centres undefined)	-2	3	-3	4	6	-4	99	-9	3	100	96
Cc1ccc(S(=O)(=O)N2CCN(c3c([N+](=O)[O-])cc(C(F)(F)F)cc3[N+](=O)[O-])CC2)cc1	-3	-2	3	0	-1	-1	102	0	-17	105	101
O=S(=O)(Nc1ccc(Oc2ncccn2)c(Cl)c1)c1ccc(F)cc1	-8	2	-10	-1	-2	-4	101	-3	-12	100	97

Full records, looked up by structure. Screens in order: Bim-Bcl-B, Mcl-1 Bim block, Mcl1 Noxa PPI, Bcl-XL Bim block, Bim-Bcl-W, Bcl-2 Bim block, RGS4-Gao reg, Bim-Bfl-1, Mcl1-Bid inh, RGS8-Gao reg, RGS7-Gao
O=S(=O)(Nc1ccc(Oc2ncccn2)c(Cl)c1)c1ccc(F)cc1 reads -8, 2, -10, -1, -2, -4, 101, -3, -12, 100, 97
Cc1cccc(C2c3[nH]c4ccccc4c3CCN2C(=O)CN2CCOC2=O)n1 (centres undefined) reads -7, -2, -19, -2, -4, -2, 101, -8, -23, 103, 101

Rows are unselected; overall some 2.7% were active at least once.
